Compound activity (PubChem)
POLK inh – blocks human DNA polymerase kappa activity. Q9UBT6. purified Pol kappa, fluorescent DNA synthesis assay, 10 min. Potency, µM (titrated, usually from 107 µM), without a hit: at the top dose activity, negative = inhibition, usual class: inhibitors. actives 0.53% (n = 400,000); further: on the % scale 0 is the no-effect control and ±100 the full control effect
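Readout: fluorescence, taken kinetically at 0 and 10 min. Conditions: 10 nM Pol kappa, 15 min RT compound preincubation, 50 nM substrate final. Controls: enzyme-free buffer wells.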
JMJD2A Tudor – blocks the human JMJD2A Tudor domain. O75164. AlphaScreen JMJD2A-Tudor / H3K4me3 peptide binding. Potency, µM (doses to about 114 µM), without a hit: at the highest dose activity change, negative = inhibition, usual class: inhibitors. actives 4.4% (n = 390,000); further: on the % scale 0 is the no-effect control and ±100 the full control effect; nearly all actives have a fitted effect of over 50% in size
APE1 inh – blocks human APE1 abasic DNA cleavage; recombinant APE1, TAMRA/BHQ-2 abasic DNA cleavage fluorescence; Potency, µM (top dose mostly 65.8 µM), without a hit: top-dose activity change, negative = inhibition, most hits filed as inhibitors; actives 0.35% (n = 350,000);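 further: plate controls were vehicle for no effect and reference inhibitor for full effect; nearly all actives have a fitted effect of over 55% in size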
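Kinetic fluorescence read (525 ex/598 em nm, three reads 60 s apart) of AP-site incision; signal = third minus first read. Enzyme 0.75 nM, dual-labelled THF duplex 50 nM, compound preincubation 15 min RT.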
POLH inh – blocks human DNA polymerase eta activity | Potency, µM (highest dose often 114 µM), inactives show top-dose activity change, negative = inhibition, most hits filed as inhibitors | recombinant Pol eta, fluorescent DNA replication assay | Q9Y253 | AID 588591 | actives 1.2% (n = 390,000); further: on the % scale 0 is the no-effect control and ±100 the full control effect
Target sequence (Q9Y253 whole entry, looked up): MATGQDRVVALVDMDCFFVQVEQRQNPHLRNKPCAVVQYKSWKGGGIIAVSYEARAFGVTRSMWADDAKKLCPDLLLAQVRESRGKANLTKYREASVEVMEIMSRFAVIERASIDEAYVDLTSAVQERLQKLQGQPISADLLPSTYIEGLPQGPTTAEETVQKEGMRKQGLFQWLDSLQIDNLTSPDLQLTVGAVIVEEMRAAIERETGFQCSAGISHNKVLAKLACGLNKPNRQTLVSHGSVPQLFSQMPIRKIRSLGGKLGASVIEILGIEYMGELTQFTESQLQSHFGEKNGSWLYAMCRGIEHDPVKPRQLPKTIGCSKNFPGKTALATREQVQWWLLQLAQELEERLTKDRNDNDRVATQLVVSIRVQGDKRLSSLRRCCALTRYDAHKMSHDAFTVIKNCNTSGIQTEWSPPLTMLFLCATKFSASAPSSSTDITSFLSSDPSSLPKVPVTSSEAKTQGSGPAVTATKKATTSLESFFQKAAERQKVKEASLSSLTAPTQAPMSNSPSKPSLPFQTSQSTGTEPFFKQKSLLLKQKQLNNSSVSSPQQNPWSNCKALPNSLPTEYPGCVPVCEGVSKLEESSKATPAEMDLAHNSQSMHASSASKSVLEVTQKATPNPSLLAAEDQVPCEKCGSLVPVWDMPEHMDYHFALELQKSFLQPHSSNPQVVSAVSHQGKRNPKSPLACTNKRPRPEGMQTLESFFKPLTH
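Pol eta at 10 nM preincubated with compounds 15 min at room temperature; reaction started with fluorescent substrate (50 nM final) and read kinetically at 0 and 10 min.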
G9a block – G9a (human) methyltransferase inhibition; G9a H3K9 monomethylation, AlphaScreen, 2 h; actives 8.8% (n = 350,000); Q96KQ7; AID 504332; Potency, µM (titrated, usually from 102 µM), without a hit: at the highest dose activity, negative = inhibition, actives largely listed as inhibitors; further: on the % scale 0 is the no-effect control and ±100 the full control effect; nearly all actives have a fitted effect of over 75% in size
Target sequence (Q96KQ7 913-1193 limits assumed): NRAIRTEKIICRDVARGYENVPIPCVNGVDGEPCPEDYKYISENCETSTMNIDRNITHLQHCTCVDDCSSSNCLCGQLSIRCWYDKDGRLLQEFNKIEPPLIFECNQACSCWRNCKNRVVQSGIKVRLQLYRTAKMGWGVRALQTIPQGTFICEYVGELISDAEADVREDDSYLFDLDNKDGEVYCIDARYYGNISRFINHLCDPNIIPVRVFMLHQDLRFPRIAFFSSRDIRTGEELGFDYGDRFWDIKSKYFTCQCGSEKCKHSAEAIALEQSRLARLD
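Compounds were preincubated with 20 nM G9a for 15 min, after which biotinylated H3K9 peptide (500 nM) and SAM (20 uM) started a 2 h room-temperature reaction. Monomethylated product was quantified by antibody-based AlphaScreen chemiluminescence.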
Pol iota inh – blocks human DNA polymerase iota activity | Pol iota fluorescent replication assay, 10 min | Q9UNA4 | Potency, µM (doses to about 115 µM), for the others: at the highest dose activity, negative = inhibition, actives largely listed as inhibitors | actives 1% (n = 390,000)
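Pol iota at 10 nM preincubated 15 min with compounds at room temperature; reaction started with fluorescent substrate, 50 nM final. Fluorescence read kinetically at 0 and 10 min; buffer-only wells as negative control.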
POLB inh – blocks human DNA polymerase beta activity | P06746 | Pol beta primer extension/strand displacement, fluorescence kinetic | Potency, µM (titrated, usually from 114 µM), for inactives: top-dose activity change, negative = inhibition, usual class: inhibitors | actives 1.3% (n = 340,000); further: on the % scale 0 is the no-effect control and ±100 the full control effect
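Pol beta (10 nM) and compounds were preincubated 15 min at room temperature, then 50 nM substrate (final) started primer extension/strand displacement. Reads were taken at 0 and 10 min; concentration-response data were fitted to a four-parameter Hill equation.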
BLM inh – inhibitors of human Bloom syndrome helicase BLM; Potency, µM (titrated, usually from 56.1 µM), without a hit: top-dose activity change, negative = inhibition, actives largely listed as inhibitors; AID 2528; actives 0.2% (n = 350,000); recombinant BLM DNA unwinding, fluorescence dequenching; P54132;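 further: plate controls were vehicle for no effect and no enzyme for full effect; nearly all actives have a fitted effect of over 35% in size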
BAZ2B inh – blocks human BAZ2B; Potency, µM (series often up to 114 µM), for the others: at the highest dose activity change, negative = inhibition, usual class: inhibitors; Q9UIF8; actives 4.4% (n = 360,000); AlphaScreen BAZ2B-H3K14Ac peptide displacement; further: on the % scale 0 is the no-effect control and ±100 the full control effect; nearly all actives have a fitted effect of over 60% in size
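Multi-concentration screen (max 110 uM) measuring displacement of acetylated histone H3 peptide from BAZ2B by AlphaScreen, using 50 nM protein, 50 nM peptide and 10 ug/mL streptavidin donor plus Ni-chelate acceptor beads.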
The depositor's hits bear a star; ? = inconclusive; · = not tested or not shown; & = joins results of further samples; [ ] = remark or other dose. The call rests on the fitted dose curve; in most records, active means well fitted curve in the direction sought with a large enough effect; inconclusive means small, poorly fitted or top-dose-only effect, or another doubt; inactive means no such curve, though single readings can be large; an effect the other way counts as inactive or inconclusive. Potency means the concentration at half of the fitted maximal effect. Only part of the results is shown, so the mix of outcomes need not match the whole.

Every second line gives: BAZ2B inh	APE1 inh	Pol iota inh	POLK inh	G9a block	JMJD2A Tudor	BLM inh	POLH inh	POLB inh
COc1ccc(CNC(=O)CN(C(=O)c2csnn2)c2cccc(C(C)=O)c2)cc1
→ -2%	24%	17%	8%	-2%	0%	0%	-14%	114%
O=C(O)c1cc(NC(=O)c2ccc3c(c2)C(=O)N(Cc2cccnc2)C3=O)cc(C(=O)O)c1
→ -7%	11%	13%	-16%	·	-20%	-1%	-5%	7%
CS(=O)(=O)Nc1ccc(C(=O)CSc2nnc(C3CC3)n2C2CC2)cc1
→ 9%	12%	17%	-4%	?	-21%	·	-13%	·
CC(CCC(=O)O)C1CC[C@H]2C3CCC4CC(=O)CCC4(C)[C@H]3CC(=O)C12C (stereo not given in full)
→ 4%	1%	-4%	-10%	1%	-7%	0%	-1%	-18%
CCOc1ccc(OCC)c(NS(=O)(=O)c2c(C(=O)N3CCCCCC3)c(C)n(C)c2C)c1
→ ?	·	12%	0%	10%[59 µM]	-30%	0%	-9%	18%
COc1cccc(C(=O)Nc2ccccc2SCc2cc(=O)c3cccc(C)c3[nH]2)c1
→ -1%	·	-6%	-7%[60.1 µM]	8%[59 µM]	-12%	-5%	-2%	6%
COc1ccc(N2CCN(C(=O)c3cnc(N4CCCC4)nc3C)CC2)cc1
→ -22%	·	27%	-8%[60.1 µM]	-27%[12.7 µM]	-11%	1%	·	-2%
CCOC(=O)c1cccc(NC(=O)Cn2ncc3c4ccccc4n(Cc4ccccc4)c3c2=O)c1
→ 2%	·	1%	-4%	-1%[59 µM]	?	-4%	-12%	15%
Cc1ccc(CN2C(=O)c3ccccc3Sc3ccc(C(=O)OCc4ccco4)cc32)cc1
→ -15%	·	?	-13%[60.1 µM]	5%[59 µM]	-15%	-7%	-16%	-5%
O=C(COC(=O)Cc1ccc(S(=O)(=O)N2CCCCC2)s1)Nc1ccc2c(c1)OCO2
→ ·	-7%	4%&6%	-18%&-4%	22µM*	-27%&-21%	-15%	?	-29%
CCc1ccc2[nH]c(=O)c(CN(Cc3ccco3)C(=S)NCC3CCCO3)cc2c1 (stereo not given)
→ -11%	27%	58%[activator]	1%	·	?	-6%	-18%	-5%
CCc1ccc(CNCc2cccnc2)cc1
→ 5%	2%	9%	1%	-49%[12.7 µM]	-8%	-2%	-7%	3%
Cc1[nH]c2ccccc2c1C(=O)CN1CCCC(C)C1 (stereo not given)
→ -11%	24%	111%[activator]	3%	0%[2.33 µM]	-9%	0%	-1%	2%
CN(C)CCOc1ccc2c(c1)Sc1ccccc1CC2=O
→ 1%	-1%	15%	-1%	?	-9%	10%	0%	24%
O=C(NCCN1CCOCC1)c1cn(-c2ccccc2)nc1-c1cccs1
→ ?	-2%	-15%	-3%	?	4%[57.1 µM]	0%	-9%	0%
NC(N)=NC1=NC(=O)/C(=C/c2ccccc2-n2cccn2)S1
→ -1%	?	16%	-15%	-3%	-21%	-7%	-13%	18%
Cc1ccc2cc(C)c(N3CCN(c4ccc(F)cc4)CC3)nc2c1
→ 2%	36%[activator]	11%	-5%[60.1 µM]	-22%[2.33 µM]	-14%	-2%	-18%	14%
Cc1ccc(NC(=O)Cn2nnc(C(=O)NCc3cccs3)c2N)cc1
→ 0%	-7%	?	-4%	-7%[59 µM]	0%	5%	0%	6%
CCCc1cc(=O)[nH]c(SCC(=O)c2c(N)n(CC(C)C)c(=O)n(C)c2=O)n1
→ 14%	0%	6%	-3%	-11%	-11%	·	-10%	·
COc1cccc(NC(=O)OCCN2CCN(Cc3ccccc3)CCC2=O)c1
→ 8%	2%&14%	21%	-18%[60.1 µM]	-19%[59 µM]	-10%	1%[75.6 µM]	-19%	22%
O=C(COc1cccc2c1CCN(Cc1ccc(Cl)cc1)C2=O)N1CCOCC1
→ -14%	-2%	-13%	10%	4%	-10%	-7%	-14%	6%
C=CCNC(=O)Nc1ccc(Cl)cn1
→ 2%	4%	35%[activator]	13%	10%	-1%	2%	-3%	-2%
CC1CCCN(C(=O)C2CCN(S(=O)(=O)c3ccccc3)CC2)C1 (stereo not given)
→ ·	28%	12%	-7%	·	-12%	·	-2%	·
CC(C)CCNC(=O)CN(C(=O)CCC(=O)Nc1ccccn1)c1ccc2c(c1)OCO2
→ -3%	-16%	-5%	1%	22%[59 µM]	5%	0%	-13%	?
COc1cc(/C=C/c2nc(C#N)c(NCCc3ccccc3)o2)cc(OC)c1OC
→ -26%	·	11%	-24%	?	-3%	-9%	-12%	0%
Cc1ccc([N+](=O)[O-])cc1S(=O)(=O)Nc1ccc(OCC(=O)N2CCOCC2)cc1
→ -19%	-2%	-14%	-2%	6%	-3%	-4%	-9%	-2%
CC(C)CCNC(=O)c1onc(CSc2ccc(F)c(F)c2)c1C(=O)NCCC(C)C
→ 34%[activator]	13%	4%	0%	12%[12.7 µM]	32%	-14%	?	8%
CNC(=O)CSc1nnc(NC(=O)Nc2ccccc2)s1
→ 2%	·	25%	0%[60.1 µM]	16µM*	-4%	5%	-14%	18%
COc1ccc2c(c1)OC[C@H]1[C@@H]2N2C(=O)[C@@H](C)NC(=O)[C@@]2(C)[C@H]1c1ccccc1
→ ·	-10%	25%	-21%	·	-26%	·	-11%	·
Cc1c(C(=O)OCCOc2ccc(Br)cc2)sc(=S)n1C
→ -8%	1%	25%	4%	8%	2%	-7%	-8%	4%

Next section:
Every second line gives: BAZ2B inh	APE1 inh	Pol iota inh	POLK inh	G9a block	JMJD2A Tudor	BLM inh	POLH inh	POLB inh
CC(C)(C)OC(=O)C[C@H]1C/C=C\C[C@@H](CC(=O)N(CCO)Cc2ccccc2)C(=O)N[C@H](Cc2c[nH]c3ccccc23)COC1=O
→ ·	2%	40%[activator]	1%	·	-33%	·	-21%	·
COc1cccc2cc(C(C)N(CCCN3CCOCC3)C(=S)Nc3cccc(C)c3)oc12 (stereo not given)
→ ?	-5%	-8%	-23%	?	-31%	-11%	-7%	1%
O=C(O)CC/C(=N/NC(=O)CNC(=O)C(c1ccccc1)c1ccccc1)c1ccccc1
→ -16%	3%	10%	9%	-24%	1%[11.4 µM]	1%	23%	8%
Cc1ccc(C)c(S(=O)(=O)N2CCCOC2CNC(=O)C(=O)NCc2ccc3c(c2)OCO3)c1 (stereo not given)
→ -14%	7%	-12%	-8%	·	-15%	-4%	-16%	1%
Clc1ccc(NC2(c3nnnn3C3CCCCC3)CCCCC2)cc1
→ -2%	4%	8%	-12%	6%	?	-3%	1%	-8%
O=C(Nc1ccn(Cc2ccccc2F)n1)c1ccc(COc2ccc(Br)cc2)cc1
→ -4%[57.1 µM]	6%	29%	-1%	18%	-11%	-11%	-9%	-21%
CCCCC(=O)NC1(C(F)(F)F)C(=O)Nc2c1c(=O)n(C)c(=O)n2C (stereo not given)
→ -24%	3%	25%	-5%	7%[2.33 µM]	-13%	1%	-15%	0%
O=C1c2nc3cc(-c4ccco4)[nH]n3c(=O)c2CN1C1CCCCC1
→ 0%	0%	?	?	-34%	-12%	-6%	-16%	0%
CC(C)OCCCNC(=S)NNC(=O)C(c1ccccc1)c1ccccc1
→ 2%	5%	1%	9%	·	-9%	-4%	-4%	12%
Nn1c(SCC(=O)NC2CCCCC2)nnc1-c1ccccc1F
→ -5%	-7%	3%	-17%	-6%[12.7 µM]	2%	·	-14%	·

Ordered by number of heavy atoms (ascending): four of the compounds above.
Every second line gives: BAZ2B inh	APE1 inh	Pol iota inh	POLK inh	G9a block	JMJD2A Tudor	BLM inh	POLH inh	POLB inh
Cc1[nH]c2ccccc2c1C(=O)CN1CCCC(C)C1 (stereo not given)
→ -11%	24%	111%[activator]	3%	0%[2.33 µM]	-9%	0%	-1%	2%
CNC(=O)CSc1nnc(NC(=O)Nc2ccccc2)s1
→ 2%	·	25%	0%[60.1 µM]	16µM*	-4%	5%	-14%	18%
COc1cccc2cc(C(C)N(CCCN3CCOCC3)C(=S)Nc3cccc(C)c3)oc12 (stereo not given)
→ ?	-5%	-8%	-23%	?	-31%	-11%	-7%	1%
CCOC(=O)c1cccc(NC(=O)Cn2ncc3c4ccccc4n(Cc4ccccc4)c3c2=O)c1
→ 2%	·	1%	-4%	-1%[59 µM]	?	-4%	-12%	15%

Printed as active in G9a block (from the list above):
Every second line gives: BAZ2B inh	APE1 inh	Pol iota inh	POLK inh	G9a block	JMJD2A Tudor	BLM inh	POLH inh	POLB inh
O=C(COC(=O)Cc1ccc(S(=O)(=O)N2CCCCC2)s1)Nc1ccc2c(c1)OCO2
→ ·	-7%	4%&6%	-18%&-4%	22µM*	-27%&-21%	-15%	?	-29%
CNC(=O)CSc1nnc(NC(=O)Nc2ccccc2)s1
→ 2%	·	25%	0%[60.1 µM]	16µM*	-4%	5%	-14%	18%
